AMA1-RON2 inh: inhibitors of Plasmodium falciparum AMA1-RON2 interaction. Potency, µM (doses to about 58.2 µM), inactives show at the top dose activity change, negative = inhibition, usual class: inhibitors. AlphaScreen AMA1-biotinylated RON2 peptide binding. 0.2% of 360,000 active;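 note: potency is the fitted concentration of half-maximal effect; 0% = vehicle wells and -100% = peptide control; nearly all actives have a fitted effect of over 45% in size; some results filed as inactive show a strong effect at the top dose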
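AMA1 (3D7) with his tag at 25 nM final met compounds first, then biotinylated RON2 peptide at 25 nM; detection used donor plus acceptor beads, 10 µg/mL apiece, read by AlphaScreen after 30 min at room temperature.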
AmpC detergent: inhibitors of E. coli AmpC beta-lactamase with detergent; 0.041% of 370,000 active; Potency, µM (titrated, usually from 114 µM), inactives show at the highest dose activity change, negative = inhibition, usual class: inhibitors; AID 485294; AmpC hydrolysis of nitrocefin, absorbance 480 nm, 0.01% Triton;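 note: potency is the fitted concentration of half-maximal effect; 0% = no-compound wells and -100% = no-enzyme wells; nearly all actives have a fitted effect of over 25% in size; some results filed as inactive show a strong effect at the top dose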
Target sequence (P00811 whole entry, looked up): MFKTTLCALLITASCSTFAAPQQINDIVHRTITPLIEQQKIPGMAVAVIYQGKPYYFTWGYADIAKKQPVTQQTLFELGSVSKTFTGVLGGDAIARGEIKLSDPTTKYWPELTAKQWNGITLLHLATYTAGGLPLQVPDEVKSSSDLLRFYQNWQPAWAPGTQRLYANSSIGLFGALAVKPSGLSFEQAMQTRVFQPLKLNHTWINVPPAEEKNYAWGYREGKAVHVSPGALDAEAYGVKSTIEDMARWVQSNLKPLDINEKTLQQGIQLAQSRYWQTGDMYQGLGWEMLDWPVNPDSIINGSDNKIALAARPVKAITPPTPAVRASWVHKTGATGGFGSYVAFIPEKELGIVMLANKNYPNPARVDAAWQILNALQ
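AmpC (5.3 nM in the dispensed reagent) in 20 mM phosphate pH 7.0 with 0.01% (detergent screen) or 0.0001% Triton X-100 was preincubated with compounds for 15 min at room temperature. Nitrocefin was then added from an 800 uM solution, and hydrolysis was followed at 480 nm.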
LmPK inhibitor: LmPK (Leishmania mexicana) enzyme inhibition; Potency, µM (series often up to 57.5 µM), without a hit: top-dose activity change, negative = inhibition, actives largely listed as inhibitors; AID 1721; 0.37% of 290,000 active; Q27686; purified LmPK, Kinase-Glo ATP luminescence, 1 h; note: potency is the fitted concentration of half-maximal effect
Target sequence (Q27686 whole entry, looked up): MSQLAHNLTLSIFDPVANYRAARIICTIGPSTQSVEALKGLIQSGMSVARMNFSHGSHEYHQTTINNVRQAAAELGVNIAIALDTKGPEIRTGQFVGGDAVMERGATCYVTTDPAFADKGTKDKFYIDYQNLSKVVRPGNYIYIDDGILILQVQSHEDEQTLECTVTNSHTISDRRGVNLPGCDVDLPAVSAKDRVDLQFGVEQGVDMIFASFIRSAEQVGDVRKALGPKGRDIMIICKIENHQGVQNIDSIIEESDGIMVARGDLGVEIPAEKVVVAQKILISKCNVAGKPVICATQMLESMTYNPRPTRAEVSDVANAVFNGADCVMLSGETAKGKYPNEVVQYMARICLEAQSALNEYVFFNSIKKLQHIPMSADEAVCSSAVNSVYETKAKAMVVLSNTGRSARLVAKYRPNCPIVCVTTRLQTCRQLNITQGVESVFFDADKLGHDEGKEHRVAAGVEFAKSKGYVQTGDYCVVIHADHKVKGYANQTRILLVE
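qHTS format; LmPK 0.1 nM; substrates PEP 0.5 mM and ADP 0.1 mM. One-hour room-temperature incubation, then coupled luciferase luminescence; 0.5 nM enzyme wells mark activation.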
HCV inh: HCV inhibition | Huh7.5.1 HCVcc-Cre infection, luciferase reporter, 44 h | Potency, µM (series often up to 41.8 µM), for the others: at the highest dose activity change, negative = inhibition, actives largely listed as inhibitors | 3.4% of 340,000 active | AID 651820; note: potency is the fitted concentration of half-maximal effect
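A cell-based infection assay in which seeded cells (1,000 per well) receive test compound after 4 h, are inoculated with HCVcc-Cre at approximately 0.5 moi, and are incubated 44 h before luminescence detection.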
HCMV inh: blocks human cytomegalovirus replication | activity change, negative = inhibition, % at 57.5 µM | HFF cells, HCMV-luciferase reporter, 72 h; stronger effect = lower value | 4.5% of 410,000 active; in the data active = activity change below about -60%; inconclusive = no clear call, values can overlap the other calls; inactive = above about -39%
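Two compound doses tested in HFFs infected with HCMV-luciferase, MOI 1 PFU/cell, 72 h at 37C. Lysate luminescence read with OneGlo; data normalized against buffer-only and 10uM Salinomycin inhibitor controls.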
TbPYK inhibitor: inhibitors of Trypanosoma brucei pyruvate kinase; Q57TT1; TbPYK enzyme, Kinase-Glo Plus ATP luminescence, 45 min; Potency, µM (doses to about 76.8 µM), inactives show top-dose activity, negative = inhibition, hits mostly inhibitors; 0.12% of 410,000 active; AID 624173; note: potency is the fitted concentration of half-maximal effect; nearly all actives have a fitted effect of over 50% in size
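T. brucei PYK with substrate was exposed to pin-transferred compounds across a concentration series, then started with 130 uM ADP (final). After 45 min at room temperature, Kinase-Glo Plus luminescence was read, normalized and curve-fitted.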
AmpC no deterg: AmpC beta-lactamase inhibition without detergent. AID 485341. 0.52% of 330,000 active. AmpC nitrocefin hydrolysis, absorbance 480 nm, 0.0001% Triton. Potency, µM (titrated, usually from 57.1 µM), without a hit: at the highest dose activity change, negative = inhibition, actives largely listed as inhibitors;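 note: potency is the fitted concentration of half-maximal effect; plate controls were no compound for no effect and no enzyme for full effect; nearly all actives have a fitted effect of over 20% in size; some results filed as inactive show a strong effect at the top dose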
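20 mM phosphate pH 7.0 + 0.01% (detergent screen) or 0.0001% Triton X-100; 5.3 nM AmpC reagent; cpd preinc 15 min RT; nitrocefin (800 uM stock) to start; A480 q20 s × 4 min; Activity was normalised to no-enzyme and no-compound control wells.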
* marks the source's active call; other numbers are inactive results; ? = inconclusive; nt = not tested or not shown; & = joins results of further samples; ! = not confirmed by another sample; [ ] = dose if it differs, or a comment. Unless noted, calls come from the whole dose curve; as a rule, active = well fitted curve in the direction sought with a large enough effect; inconclusive = small, poorly fitted or top-dose-only effect, or another doubt; inactive = no such curve, though single readings can be large; an effect the other way counts as inactive or inconclusive. Unless noted, % is set by controls: 0 for no effect and ±100 for the full control effect.

SMILES | AMA1-RON2 inh | AmpC detergent | LmPK inhibitor | HCV inh | HCMV inh | TbPYK inhibitor | AmpC no deterg
Cc1ccc(N(CC(=O)NCc2ccc3c(c2)OCO3)S(=O)(=O)c2c(C)noc2C)cc1 | -8% | ? | 10% | ? | ? | -2% | -1%
Cn1cc(P(=S)(N2CCOCC2)N2CCOCC2)cc1P(=S)(N1CCOCC1)N1CCOCC1 | -11% | 2% | -3% | 9% | -28 | -23% | 1%
O=C(CN1CCCCC1)Nc1nc(-c2ccc(F)c(F)c2)cs1 | 19% | -6% | -5% | 12% | ? | 2% | -2%
COc1ccc(NC(=S)N(CCCN2CCOCC2)Cc2ccccn2)cc1 | 44%[activator] | 3% | -1% | 1% | -11 | 2% | -4%
CC1(C)Cc2nc3sc4c(N(CCO)CCO)nnnc4c3cc2CO1 | -11% | 5% | -5% | -14% | 61 | -3% | -7%
COc1ccc(CN(CC(=O)NCC2CCCO2)C(=O)CNS(=O)(=O)c2ccccc2)cc1 (configuration not stated) | -11% | 1% | 0% | 16% | 7 | 0% | -2%
CC(Oc1ccc(Cl)cc1)C(=O)Nc1cccc(S(=O)(=O)N2CCOCC2)c1 (configuration not stated) | -7% | -6% | nt | ? | -6 | -4% | 3%
CCc1ccc(-n2c(=O)c3c(C)c(C(=O)N(C)C)sc3n(Cc3ccccc3C#N)c2=O)cc1 | nt | 2% | nt | nt | -9 | 0% | nt
Cc1nc2ccc(C(=O)OCc3nnc(-c4ccc(Br)cc4)o3)cc2nc1C | 2% | -3% | -7% | -22% | 20 | -3% | 60%
COc1cc(C2/C(=C(\O)c3ccc4c(c3)OCCO4)C(=O)C(=O)N2Cc2ccccc2)ccc1O (configuration not stated) | -6% | 2% | 4% | 11% | -23 | 2% | -17%
COc1cc2c(cc1OC)C(c1c(Cl)cccc1Cl)NC(=O)C2 (configuration not stated) | 1% | ? | 2% | -7% | 25 | -6% | -21%
Cc1cccc(C(=O)OCC(=O)Nc2c(C)nn(-c3ccccc3)c2C)c1O | 24% | 0% | nt | ? | -15 | -1% | -10%
CCC(=O)NCCc1nc2ccccc2n1Cc1ccccc1 | 2% | -9% | -1% | 0% | -23 | 4% | 1%
CCCCNC(=O)C1(C)CCN1C(=O)c1ccc(OC)c(C(F)(F)F)c1 (configuration not stated) | 15% | nt | nt | nt | -20 | -8% | nt
CCOc1cc2oc(=O)c3c(c2cc1Cl)CCC3 | -7% | -12% | -4% | -17% | -29 | 3% | -19%
COc1cc(OC)c(NC(=O)c2c(-c3ccccc3)noc2C)cc1Cl | 3% | -10% | 0% | ? | 31 | 2% | 1%
O=S(=O)(NCCc1csc(-c2cccnc2)n1)c1ccc2c(c1)OCCO2 | -3% | ? | -4% | -29% | ? | 1% | -19%
CCOc1cccc(CC(=O)N2CCc3c([nH]c4ccccc34)C2c2ccc(F)cc2)c1OCC (configuration not stated) | nt | -2% | nt | nt | -33 | -1% | nt
Cc1cc(NC(=O)C2CCN(S(=O)(=O)Cc3ccccc3)CC2)ccc1-n1cnnn1 | 0% | ? | 2% | ? | -17 | -1% | -12%
COc1cnc(-c2ccccn2)nc1NC(C)C | -86% | 2% | -29% | ? | -101* | 6% | -21%
COc1ccc(C(=O)OCC(=O)c2c(N)n(C)c(=O)n(C)c2=O)c(OC)c1OC | 1% | nt | nt | -7% | -8 | 0% | 1%
Cc1ccc(S(=O)(=O)CCc2nnc(NC(=O)C3CCCCC3)s2)cc1 | -4% | 5% | -3% | 9% | -17 | -2% | -14%
CCOC(=O)c1ccc(NS(=O)(=O)c2ccc3c(c2)n(C)c(=O)n3C)cc1 | -11% | -7%&20% | 5% | -30% | -67*! | -5%&-10% | 46%
Cc1c(Cl)cccc1N/C(SCC(=O)N1CCCCCC1)=C(/C#N)c1nc2ccccc2s1 | 8% | 1% | 0% | ? | -101* | 0% | -47%
Cc1cc(C)c(S(=O)(=O)Nc2nnc(C(C)C)s2)c(C)c1 | -7% | -18% | -2% | 5% | 5 | -13% | -24%
Cc1nc(C)c(CCNC(=O)c2ccccc2)s1 | -5% | -1% | -1% | -1% | -13 | -2% | -29%
CCOC(=O)CNC(=O)c1ccc(-c2nn(C)c(=O)c3ccccc23)cc1 | nt | 24% | nt | nt | 27 | 1% | nt
CCCN(CCC)CCNC(=O)c1sc2nc3n(c(=O)c2c1C)CCCCC3 | nt | 14% | nt | nt | -17 | -7% | nt
CN1CCN(C(=O)CCc2ccc(S(=O)(=O)NC3CCCCC3)cc2)CC1 | -4% | ? | 7% | 2% | -10 | 4% | -17%
CCN(CC)S(=O)(=O)c1ccc(NC(=O)c2cc(-c3cccs3)nc3ccccc23)cc1 | 1% | -12% | 1% | ? | -3 | 8% | ?
Nc1nc(-c2ccc(Cl)cc2)nn1C(=O)c1cccs1 | -16% | 7% | 8% | 8% | 64 | 1% | -27%
CC(C)COc1cccc(C(=O)Nc2ccc(N3CCOCC3)cc2N2CCOCC2)c1 | -8% | -11% | nt | 7.9µM* | ? | 2% | -2%
CCOC(=O)CNC(=O)N1Cc2ccccc2-n2nncc2C1 | 6% | nt | nt | nt | 0 | 0% | nt
CCn1cc(Br)c(C(=O)NCc2ccco2)n1 | 5% | -2% | 4% | 17% | -11 | -12% | nt
O=C(CCCCCNC(=O)c1ccccc1)N/N=C/c1ccccc1O | 97%[activator] | -6% | -2% | 18% | -34 | -2% | -24%
Cc1c(C#N)c(O)[nH]c(=O)c1N=Nc1ccc(S(N)(=O)=O)cc1 | ? | -2% | -1% | 0% | -32 | -2% | -21%
COc1ccc(CCNC(=O)Cn2cnc3c(nnn3Cc3ccccc3F)c2=O)cc1OC | -1% | -4% | 5% | 9% | 12 | 1% | -2%
O=C(Cc1ccccc1F)Nc1cccc2cccnc12 | 7% | -6% | -4% | -1% | 113 | -13% | -21%
O=C(NP(=O)(N1CC1)N1CC1)c1cc(I)ccc1I | 5% | nt | nt | -21% | -12 | -13% | nt
COC(=O)[C@]1(Cc2ccccc2)N[C@H](CN(C)C(=O)C2CCCCC2)[C@@H]2C(=O)N(Cc3ccccc3)C(=O)[C@@H]21 | -1% | nt | nt | -11%[8.37 µM] | -10 | -1% | 18%
CC(=O)c1ccc(Nc2nc3ccccc3nc2NS(=O)(=O)c2cccs2)cc1 | -4% | -11% | 4% | 13% | 0 | 0% | -31%
COc1ccc(C(C)C)cc1S(=O)(=O)n1cnc(C)c1 | 1% | 4% | 4% | -18% | 34 | 3% | 27%
O=C(N1CCOCC1)C1(c2ccccc2)CCCCC1 | -1% | -13% | 0% | -6% | -19 | -27% | -5%
CCNC(=S)N(Cc1ccc2c(c1)OCO2)C1CC(=O)N(c2ccc(OC)cc2)C1=O (configuration not stated) | -26% | ? | 3% | ? | -23 | -9% | 0%
CC(C)N=c1scc(-c2cccs2)n1/N=C/c1ccc(O)c(O)c1O | 13%[11.6 µM] | -7% | -11% | -20% | ? | -23% | -43%
COC(=O)c1ccc(-c2ccc(/C=N/N3C(=O)C4C5C=CC(CC5)C4C3=O)o2)cc1 (configuration not stated) | -1% | -4% | 4% | ? | 2 | 4% | -10%
Cc1nn(-c2ccccc2)c(N)c1C(O)(CSc1nccn1C)C(F)(F)F (configuration not stated) | -15% | ? | 4% | -6% | 16 | -1% | -13%
ClC1CCCCC1n1nnc2ccccc21 (configuration not stated) | 12% | nt | nt | 19% | -34 | -3% | nt

4 entries from above, reformatted:
Order of values: AMA1-RON2 inh	AmpC detergent	LmPK inhibitor	HCV inh	HCMV inh	TbPYK inhibitor	AmpC no deterg
> COc1ccc(C(C)C)cc1S(=O)(=O)n1cnc(C)c1
    1%	4%	4%	-18%	34	3%	27%
> O=C(N1CCOCC1)C1(c2ccccc2)CCCCC1
    -1%	-13%	0%	-6%	-19	-27%	-5%
> CCNC(=S)N(Cc1ccc2c(c1)OCO2)C1CC(=O)N(c2ccc(OC)cc2)C1=O (configuration not stated)
    -26%	?	3%	?	-23	-9%	0%
> CC(C)N=c1scc(-c2cccs2)n1/N=C/c1ccc(O)c(O)c1O
    13%[11.6 µM]	-7%	-11%	-20%	?	-23%	-43%

As entered above.
O=C(N1CCOCC1)C1(c2ccccc2)CCCCC1 – HCMV inh: -19
CC(C)N=c1scc(-c2cccs2)n1/N=C/c1ccc(O)c(O)c1O – TbPYK inhibitor: -23%
CC(=O)c1ccc(Nc2nc3ccccc3nc2NS(=O)(=O)c2cccs2)cc1 – LmPK inhibitor: 4%

Further compounds follow:
SMILES | AMA1-RON2 inh | AmpC detergent | LmPK inhibitor | HCV inh | HCMV inh | TbPYK inhibitor | AmpC no deterg
CCN(CC(=O)Nc1c(F)cccc1F)C(=O)CCCc1c[nH]c2ccccc12 | -1% | -1% | -3% | -9% | ? | -1% | -4%
N#Cc1ccc(-c2nc3cc(Cl)ccc3c(=O)n2O)cc1 | 98%[activator] | 4% | -7% | ? | 9 | 5% | -7%
C/C(=N\NC(=O)CN1CCN(Cc2ccccc2)CC1)c1cccs1 | -9% | -5% | 0% | 9% | -2 | -3% | -8%
O=C(COC(=O)/C=C/c1ccc([N+](=O)[O-])cc1)NC(=O)NC1CCCCC1 | -2% | nt | nt | 3% | 12 | -2% | -18%
O=C(COC(=O)C12CC3CC(CC(C3)C1)C2)Nc1ccccc1F | 9% | -5% | -1% | 14% | 17 | -1% | -3%
CC(=O)Nc1ccc(-c2cc3ccccc3o2)cc1 | 2% | -7% | 1% | -9% | -23 | -1% | -9%
COCCSc1nnc(NC(=O)c2cc(C(=O)OC)cc([N+](=O)[O-])c2)s1 | 24% | 2% | -2% | -5% | 47 | -9% | -20%
COc1cc2[nH]c3c(=O)n(CCN4CCOCC4)cnc3c2cc1OC | 0% | -7% | -10% | -8% | 17 | 2% | -20%
COc1ccc(NC(=O)c2ccc(CNc3c(N4CCCC4)c(=O)c3=O)cc2)cc1Cl | -14% | 10% | -4% | ? | 25 | -1% | 47%
COc1ccc(/C=C/C(=O)NC(=S)N2CCCC(C(N)=O)C2)cc1 (configuration not stated) | 16% | 0% | 8% | 26% | -33 | -17% | -13%
COCCNC(=O)C(c1ccc(C)cc1)N(C(=O)CCC(=O)Nc1ccccn1)c1cccc(C)c1 (configuration not stated) | 5% | 2% | -5% | -7% | -35 | -3% | 125%[activator]
